Screening results deposited in PubChem BioAssay by Center for Chemical Genomics, University of Michigan.
Dicer inh – blocks human Dicer maturation of pre-miR-21; Q9UPY3; cat-ELCCA pre-miR-21 Dicer processing, chemiluminescence; hits give high values; z-score at 25 µM; 47,000 tested, 6% active; AID 1347074; in the data active = z-score above about 3, passing the limit was not always enough;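 note: plate controls were vehicle for no effect and no enzyme for full effect; higher signal means more uncleaved substrate so more Dicer inhibition; strong numbers were not always called active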
Numbers without * were called inactive.

SMILES	Dicer inh
OC(COC1=NCNc2cc(Cl)ccc21)c1ccc(F)cc1 (stereo not drawn)	1.3
c1ccc(N2N=C3c4ccccc4CCC3C2c2cccs2)cc1 (stereo not drawn)	-1.3
O=C(/C=C/c1cccs1)Oc1ccccc1/C=N/N=C1\SCC(=O)N1c1cccc(F)c1	5.4
O=[N+]([O-])c1ccccc1S(=O)(=O)N1c2ccccc2OC1c1ccc(Cl)c(Cl)c1 (stereo not drawn)	0.45
CCOc1cc(C2C3=C(CC(C)(C)CC3=O)NC3=C2C(=O)CC(C)(C)C3)cc(Br)c1O	0.17
Cc1cccc(NC2=C(C#N)C(=O)NC3(CCCC3)S2)c1	-0.5
Cc1ccc(Nc2nc(N)nc(CSc3nncn3C)n2)cc1	0.48
FC(F)(F)c1cccc(Nc2cc(-c3ccccc3)nc3ncnn23)c1	0.54
Cc1nnc(Nc2cccc(Cl)c2)[nH]c1=O	6.7
CCN(CC)CCSCC(=O)Nc1c(-c2ccccc2)oc2ccccc2c1=O	-0.05
COc1cc(NC(=O)c2sc3ccccc3c2Cl)c(OC)cc1Cl	-4.3
CCCCNC(=O)Oc1ccc2sc(=O)oc2c1	-1
Cc1cc(C)cc(Sc2ccc3nnc(-c4ccccc4)n3n2)c1	1.3
COc1cccc(C2=NN(S(C)(=O)=O)C(c3cn(-c4ccccc4)nc3-c3ccccc3)C2)c1 (stereo not drawn)	-1.2
COc1cc(C2SCCS2)cc(Br)c1Oc1ccc(C(F)(F)F)cc1[N+](=O)[O-]	-5
NC(=S)Nc1c(Cl)cccc1Cl	-0.79
CSc1ncccc1C(=O)Nc1ccc2c(c1)C(=O)OC2	-0.23
CC(O)CN1CN=C(SCc2ccc(Cl)cc2)NC1 (stereo not drawn)	-0.27
CCOC(=O)c1cnc2cc(C)ccn2c1=O	-0.86
O=C(O)c1ccc2nc(-c3ccccc3)[nH]c2c1	-0.92
Nc1nonc1C(=O)NCCNC(=O)c1ccc(Br)cc1	-0.62
CCNc1nc(SCC(C)=O)nc2sc3c(c12)CCC(C)C3 (stereo not drawn)	-0.76
C=CCN1C(=O)C(O)(CC(=O)c2ccc(OCC)cc2)c2ccccc21 (stereo not drawn)	-1.4
COc1ccc(C2=NN(C(=O)CCCC(=O)O)C(c3ccc(Br)cc3)C2)cc1 (stereo not drawn)	0.68
CCC(=O)Oc1ccc(C2C3=C(Nc4c2c(=O)n(C)c(=O)n4C)c2ccccc2C3=O)cc1 (stereo not drawn)	-0.12

The final three compounds of the section before lead into the next.
SMILES	Dicer inh
C=CCN1C(=O)C(O)(CC(=O)c2ccc(OCC)cc2)c2ccccc21 (stereo not drawn)	-1.4
COc1ccc(C2=NN(C(=O)CCCC(=O)O)C(c3ccc(Br)cc3)C2)cc1 (stereo not drawn)	0.68
CCC(=O)Oc1ccc(C2C3=C(Nc4c2c(=O)n(C)c(=O)n4C)c2ccccc2C3=O)cc1 (stereo not drawn)	-0.12
O=C(Nc1ccccc1Cl)C1CC(=O)n2ncnc2N1 (stereo not drawn)	-1.4
CC(=O)OCc1ccc(/C=C(\C#N)S(C)(=O)=O)o1	-0.08
O=C(Oc1cccc2cccnc12)c1ccc(Br)cc1	4.6*
C/C(=N\NC1=NCCCN1)c1ccc(C)cc1	-0.65
S=c1[nH]nc(Nc2ccccc2Cl)s1	-1.7
C(=N\Nc1nc(-c2ccccc2)cs1)/c1ccccc1	-1.2
C=CCOc1ccc(/C(O)=C2/C(=O)C(=O)N(CCCN(C)C)C23C(=O)N(C)c2ccccc23)cc1 (stereo not drawn)	-2.3
CCNC(=O)N(C)c1nncnc1C(=O)NC	4.5*
CCOC(=O)/C(C#N)=C/Nc1ccccc1SC	0.79
COc1cc2nc(N3CCN(C(=O)C4CCCO4)CC3)nc(N)c2cc1OC (stereo not drawn)	0.24
COC(=O)c1ccc(-c2nn(C)c(=O)c3ccccc23)cc1	-0.86
Oc1ccccc1-c1nc2ccccc2o1	-0.43
COc1ccc(OC)c(NC(=O)/C=C/C(=O)O)c1	0.51
COC(=O)CS(=O)(=O)c1cc(C)c(Cl)cc1Cl	-0.56
COC(=O)CN1c2ccccc2NC2=C(C(=O)CC(C)(C)C2)C1c1ccco1 (stereo not drawn)	-1.1
Cc1ccc(O)c(C2=NN3C(C2)c2cc(Br)ccc2OC3c2ccncc2)c1 (stereo not drawn)	0.98
CCOc1cnn(-c2ccccc2)c(=O)c1Cl	0.31
CCOC(=O)c1sc(SCc2c(Cl)cccc2Cl)c2c1CC(C)(C)CC2=O	-2.9
COc1cc(NC(=O)C2COc3ccccc3O2)c(OC)cc1Cl (stereo not drawn)	2.5
O=C1Oc2ccc(Br)cc2CC1C(=O)N1CCCCC1 (stereo not drawn)	8.3
Cc1c(C(=O)O)c2cc(NS(=O)(=O)c3cccs3)ccc2n1S(=O)(=O)c1cccs1	7.5*
CNC(=O)c1cccc2cccc(S(=O)c3cccc4cccc(C(=O)O)c34)c12 (stereo not drawn)	-1
COc1ccc(NC(C)=O)c(NC(=S)Nc2ccc(C)cc2C)c1	74
O=S1(=O)CCN(Cc2ccc(NS(=O)(=O)c3cccs3)cc2)CC1	-4.4
Cc1cc(C)nc(N2N=C(c3ccccc3)CC2=O)n1	-2.6

New compounds follow
SMILES	Dicer inh
O=C(Nc1ccc(F)cc1F)N1CCN(c2ncccn2)CC1	-0.69
O=C(C1CCCCC1)N1CCN(c2ccc([N+](=O)[O-])cc2-n2cccc2)CC1	0.31
Clc1ccc(Sc2nc(-c3ccccc3)ns2)cc1	1.5
COc1ccc(/C=C/c2nc(-c3cccnc3)no2)cc1OC	0.91
NC(=O)CCOC1CCN(Cc2ccccc2)CC1	-0.97
COc1cccc(/C=C2/SC(=S)N(C)C2=O)c1O	7.7*
O=C(c1cccs1)n1c2ccc(F)cc2c2nc3ccccc3nc21	-0.6
Clc1ccc(-c2nc3c4ccccc4ccn3c2CN2CCOCC2)cc1	-0.48
N#C/C(=C\Nc1cccc(C(F)(F)F)c1)c1nc2ccccc2[nH]1	-0.06
CCOC(=O)c1c(-c2ccc(C)cn2)csc1N	-1.1
CCCCN1C(=O)C(O)(CC(=O)c2c(C)n[nH]c2C)c2cc(Br)ccc21 (stereo not drawn)	2.1
Cc1cccc(/C=C2\SC(=S)N(/N=C/c3ccc(Cl)cc3Cl)C2=O)c1	-1.4
COC(=O)CSc1ccc2c3c(cccc13)C(=O)c1ccccc1-2	2.4
COC(=O)c1sc(SC)c(C#N)c1-c1ccco1	-2.5
CC(=O)c1ccc(NC(=O)CN2CCCc3cc(C)ccc32)cc1	1.7
C=CCOc1ccc(C2/C(=C(\O)c3ccc(F)cc3)C(=O)C(=O)N2Cc2cccnc2)cc1 (stereo not drawn)	0.56
CCOC(=O)CN1C(=O)C(C(C)C)Oc2c(C(C)C)cccc21 (stereo not drawn)	-1.4
CCOC(=O)c1c(NC(=O)Cn2nc(C(F)(F)F)c3c2CCC3)sc2c1CCCC2	0.11
CC(C)(C)c1cc2nc(C(F)(F)F)cc(SCCOC(=O)c3cccs3)n2n1	-0.38
Cn1c(S(=O)(=O)Cc2ccc(Cl)cc2)nc2ccccc21	-0.41
CCCSc1nnc2c3ccccc3n(CC)c2n1	1.1
Cn1c(=O)n(C)c2cc(S(=O)(=O)Nc3cc(Cl)ccc3O)ccc21	-0.66
COc1ccc(-c2nn(-c3ccccc3)cc2C2CC(c3cccs3)=NN2S(C)(=O)=O)cc1 (stereo not drawn)	-0.83
O=C1CCCC2=C1C(c1ccccc1Cl)c1c([nH]n(-c3ccccc3)c1=O)N2 (stereo not drawn)	0.19
CN(C)Cc1cc(O)c(CN(C)C)cc1O	-2

5 compounds out of the list, sorted by SMILES length, lowest first:
SMILES	Dicer inh
CCOC(=O)c1c(-c2ccc(C)cn2)csc1N	-1.1
COC(=O)c1sc(SC)c(C#N)c1-c1ccco1	-2.5
CC(=O)c1ccc(NC(=O)CN2CCCc3cc(C)ccc32)cc1	1.7
CCCCN1C(=O)C(O)(CC(=O)c2c(C)n[nH]c2C)c2cc(Br)ccc21 (stereo not drawn)	2.1
CCOC(=O)c1c(NC(=O)Cn2nc(C(F)(F)F)c3c2CCC3)sc2c1CCCC2	0.11

Structural class, the entries above with a COOH group.
SMILES	Dicer inh
O=C(O)c1ccc2nc(-c3ccccc3)[nH]c2c1	-0.92
COc1ccc(C2=NN(C(=O)CCCC(=O)O)C(c3ccc(Br)cc3)C2)cc1 (stereo not drawn)	0.68
COc1ccc(OC)c(NC(=O)/C=C/C(=O)O)c1	0.51
Cc1c(C(=O)O)c2cc(NS(=O)(=O)c3cccs3)ccc2n1S(=O)(=O)c1cccs1	7.5*
CNC(=O)c1cccc2cccc(S(=O)c3cccc4cccc(C(=O)O)c34)c12 (stereo not drawn)	-1

Going on with the list:
SMILES	Dicer inh
CC1(C)CC(CC(=O)O)(c2ccccc2)CCO1 (stereo not drawn)	2.5
CCCc1nnc(N2C(=O)c3oc4ccc(F)cc4c(=O)c3C2c2ccc(C(=O)OC)cc2)s1 (stereo not drawn)	0.71
CC1=C(C(=O)OCCOc2ccccc2)C(c2cccc(O)c2)C2=C(CC(C)(C)CC2=O)N1 (stereo not drawn)	1.3
CC(=O)/C(=C\N=S(C)(=O)c1ccccc1)S(=O)(=O)c1ccc(Cl)cc1 (stereo not drawn)	-0.88
Cc1cccc(N(C(=O)Nc2cccc(Cl)c2)C2=NCC(C)(C)S2)c1	-1.7
O=c1/c(=C\c2cccc(Cl)c2Cl)sc2nc3ccccc3n12	0.53
CCOC(=O)c1sc(N2C(=O)c3oc4ccccc4c(=O)c3C2c2ccc(C)cc2)nc1C (stereo not drawn)	-0.35
CCOC(=O)c1sc(NC(=O)CCCC(=O)O)nc1C	-0.03
C#CC(CC)(CC)NC(=O)Nc1cnccc1C(F)(F)F	0.56
COc1ccccc1OCCSc1nc(C)cc(=O)[nH]1	22
O=c1[nH]nc(SCc2ccccc2)n1-c1ccc(OCc2ccccc2)cc1	-1.1
O[Si](CCCN1CCCCC1)(c1ccc(F)cc1)C1CCCCC1 (stereo not drawn)	1.7
COc1ccc(N2C(=O)C3CC=CC(C)C3C2=O)cc1 (stereo not drawn)	5.5*
COC(=O)c1cc(Cl)ccc1Oc1ccc([N+](=O)[O-])c(Oc2ccc(Cl)cc2C(=O)OC)n1	-0.75
COC(=O)c1cn(Cc2ccc(Cl)cc2)cc(F)c1=O	1.4
O=C(CSc1nccc(-c2cccs2)n1)N1CCc2c([nH]c3ccccc23)C1C(F)(F)F (stereo not drawn)	3.3*
Cc1ccccc1OC1C(=O)N(Cc2ccc3c(c2)OCO3)C1c1sccc1C (stereo not drawn)	-0.61
CCc1ccc(N2CC(O)=C(c3nc4ccccc4c(=O)[nH]3)C2=N)cc1	8.8
CC(C)(C)SC(=S)SCC(=O)c1cc2cc(Br)ccc2o1	-1.6
COc1ccc(N2C(=O)CC(NCCNc3ccc([N+](=O)[O-])cn3)C2=O)cc1 (stereo not drawn)	2.4
Cc1ccc2c(c1)-c1cc(C)nn1C(c1ccc(O)cc1O)N2 (stereo not drawn)	3.7*
CCCCOC(=O)Nc1nnc(C(C)C)s1	0.36
Clc1cncc(Cl)c1N/N=C/C1CC2C=CC1C2 (stereo not drawn)	-0.42
Cc1nn(-c2ccccc2)cc1/C=N/N=C1\NC(=O)CS1	-1.1
O=C1CC(c2ccco2)CC2=C1C(c1ccc(Cl)cc1)N(C(=O)c1ccccc1)c1ccccc1N2 (stereo not drawn)	1.1

Part of the list above, bar-delimited:
compound | Dicer inh
Cc1ccccc1OC1C(=O)N(Cc2ccc3c(c2)OCO3)C1c1sccc1C (stereo not drawn) | -0.61
COc1ccccc1OCCSc1nc(C)cc(=O)[nH]1 | 22
CCCc1nnc(N2C(=O)c3oc4ccc(F)cc4c(=O)c3C2c2ccc(C(=O)OC)cc2)s1 (stereo not drawn) | 0.71

Going on with the list.
SMILES	Dicer inh
COc1cc(-n2c(SCC(=O)c3ccccc3)nc3ccccc3c2=O)c(OC)cc1Cl	-0.01
O=C(NNc1c(Cl)cncc1Cl)Nc1ccccc1	-0.15
CCN(CC)CCCNC(=O)Cn1cnc2c1c(=O)n(C)c(=O)n2C	2.1
O=C(N/C(=N\N=C1CCCCC1)SCc1ccccc1)Nc1ccccc1	2.3
Cc1ccc(-c2nc(-c3cccnc3)no2)cc1C	2
N/C(=N\O)c1c(-c2ccccc2)cc(-c2ccc(F)cc2)[nH]c1=O	1.5
COc1ccc(/C=N/Nc2ncnc3cc(C(C)(C)C)sc23)cc1	1.8
COCc1nnc(NC(=O)c2ccco2)s1	0.86
CCOC(=O)c1csc(-c2cn(-c3ccccc3)c(=O)n(C)c2=O)n1	0.68
O=C(COc1ccccc1)Nc1cccc(F)c1C(=O)O	0.45
O=C(COc1ccccc1)NC1CCSC1=O (stereo not drawn)	3.4*
COc1cc(C)nc(-c2csc(C)n2)n1	1.9
COC(=O)c1[nH]c(-c2ccccc2)c(C)c1C(=O)OC	1.3
COc1ccc(/C=C/c2noc(-c3ccccc3O)n2)cc1OC	0.89
CCCN1CNc2c(c(=O)n(C)c(=O)n2C)C1	0.77
CCOC(=O)CNc1cc(S(=O)(=O)N(C)C)ccc1C	1.1
O=C(COc1ccc2c(c1)oc(=O)c1ccccc12)OCc1ccccc1	4.5*
COc1cc(CNCCC2CCOC(C)(C)C2)ccc1O (stereo not drawn)	0.67
CCN(CC)c1ncnc2c1[nH]c1ccccc12	1.9
O=C(CSc1n[nH]c(=O)n1C1CC1)c1ccc(F)cc1	-0.49
CCCCCC(=O)OC(CN1CCCCC1)CN1CCCC1=O (stereo not drawn)	0.6
O=C(Nc1ccc(Cl)cc1)n1nccc1-c1ccc([N+](=O)[O-])cc1Cl	2
CCOC(=O)NC(=S)N1CCCC1	0.5
CCOC(=O)c1cc2c(N3CCOCC3)nccc2nc1C(F)(F)F	-1.7
OCCN1CCN(C2CCN(Cc3ccccc3Br)CC2)CC1	-0.73
Cc1ccc(C(=O)NC2CCCCNC2=O)cc1C (stereo not drawn)	-0.62
CCOC(=O)C(=CNc1cccc(F)c1C#N)C(=O)OCC	0.14
CC1=C(OC(=O)c2c(-c3c(Cl)cccc3Cl)noc2C)C(=O)CC1	1.2
Cc1c(OCc2ccc(Cl)c(Cl)c2)ccc(C(=O)/C=C/N(C)C)c1O	-0.52

Only part of the results is shown, so the mix of outcomes need not match the whole.
